NPC1 prom act: activators of NPC1 promoter; Huh7 NPC1 promoter luciferase reporter, 24 h; Potency, µM (series often up to 9.22 µM), inactives show at the highest dose activation, most hits filed as activators; actives 2.4% (n = 320,000);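 note: potency is the fitted concentration of half-maximal effect; % of control where 0% means no effect; nearly all actives have a fitted effect of over 60% in size; reporter is driven by a mutant NPC1 promoter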
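Compounds in DMSO were transferred onto Huh7 NPC1-luciferase reporter cells pre-incubated 2 h; after 24 h at 37 °C, Amplite reagent was dispensed and luminescence recorded 10 min later.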
KCNH2 3.1 inh: inhibitors of human KCNH2 3.1 potassium channel isoform; activity change, % (tested at about 1.8 µM); actives 0.95% (n = 340,000); AID 720553; U2OS KCNH2 3.1, thallium flux FluxOr; active compounds read low;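 active = maximum activity change below -70%; inconclusive = maximum activity change from -70% to -50%; inactive = maximum activity change above -50%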;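 note: thallium influx rate constant from kinetic fluorescence after stimulation buffer; % is set by controls: 0 for no effect and ±100 for the full control effect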
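Steps: virus added to U2OS suspension (4 h, RT, dark); medium with 10% FBS added, cells plated, 37 C overnight; FluxOr/Red40 loading buffer 45 min RT; stimulation buffer, 2 min kinetic read; rate constant normalized.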
ELG1 genotox: genotoxicity induction in ELG1-luciferase HEK293T cells; actives 1.3% (n = 330,000); Potency, µM (series often up to 46 µM), inactives show top-dose activity change, positive = activation, usual class: activators; HEK293T ELG1-luciferase reporter, luminescence, 16 h; note: potency is the fitted concentration of half-maximal effect; % of control where 0% means no effect; nearly all actives have a fitted effect of over 60% in size
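Screening used a luciferase reporter fused to human ELG1 in HEK293T cells. Luminescence was read on a CCD plate imager after 16 hr exposure and 30 min ONE-Glo incubation.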
uPA surface inh: cell surface uPA generation inhibition; cell surface uPA generation assay, qHTS; Potency, µM (doses to about 38.3 µM), for inactives: at the top dose activity change, negative = inhibition, most hits filed as inhibitors; actives 0.31% (n = 330,000); AID 540303; active = well fitted inhibition curve with a large enough effect; inconclusive = small, poorly fitted or top-dose-only effect; inactive = no such curve, though single readings can be large or run the other way; tested in mouse RAW 264.7 cells; note: potency is the fitted concentration of half-maximal effect; % is set by controls: 0 for no effect and ±100 for the full control effect; nearly all actives have a fitted effect of over 55% in size
RORg inh: blocks mouse ROR gamma transcriptional activity; Drosophila S2 Gal4-RORgamma UAS-luciferase reporter, 20 h; Potency, µM (doses to about 53.6 µM), without a hit: top-dose activity change, negative = inhibition, actives largely listed as inhibitors; actives 5.4% (n = 310,000); note: potency is the fitted concentration of half-maximal effect; % is set by controls: 0 for no effect and ±100 for the full control effect; nearly all actives have a fitted effect of over 60% in size
Target sequence (P51450 whole entry, looked up, the tested form may be a part): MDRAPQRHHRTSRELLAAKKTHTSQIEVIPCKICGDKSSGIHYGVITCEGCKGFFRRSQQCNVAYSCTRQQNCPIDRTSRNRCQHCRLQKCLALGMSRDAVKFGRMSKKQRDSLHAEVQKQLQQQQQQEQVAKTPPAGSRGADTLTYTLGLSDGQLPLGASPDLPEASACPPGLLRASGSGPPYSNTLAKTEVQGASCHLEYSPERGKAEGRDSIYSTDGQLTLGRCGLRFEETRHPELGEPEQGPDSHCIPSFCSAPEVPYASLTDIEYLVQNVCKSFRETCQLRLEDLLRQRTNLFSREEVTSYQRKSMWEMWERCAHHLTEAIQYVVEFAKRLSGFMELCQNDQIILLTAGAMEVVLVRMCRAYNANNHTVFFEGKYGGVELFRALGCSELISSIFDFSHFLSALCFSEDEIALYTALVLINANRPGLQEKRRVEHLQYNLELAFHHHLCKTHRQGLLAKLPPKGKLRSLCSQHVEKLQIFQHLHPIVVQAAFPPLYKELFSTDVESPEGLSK
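Using a luciferase readout, inhibitors were identified by reduced reporter activity in Drosophila cells coexpressing a copper-inducible Gal4–ROR gamma fusion and UAS-driven Photinus luciferase, incubated 20 hr after 700 uM copper sulfate.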
Giardia kill: kills Giardia lamblia. Giardia lamblia trophozoite viability. activity change, % at 7.66 µM, hits read low. actives 0.15% (n = 340,000); in the data active = activity change below about -80%; inconclusive = between about -30% and that limit;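 note: parasites exposed to compound for two days anaerobically before the ATP read; % is set by controls: 0 for no effect and ±100 for the full control effect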
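Killing of trophozoites was scored by loss of ATP luminescence after a 48 hrs anaerobic exposure to compounds at 37 deg C, using 100 cells per well.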
Rab9 prom act: activators of Rab9 promoter; AID 485297; Huh7 Rab9 promoter-luciferase reporter, luminescence, 24 h; actives 2.8% (n = 320,000); Potency, µM (titrated, usually from 9.22 µM), for inactives: top-dose activation, negative = inhibition, actives largely listed as activators; note: potency is the fitted concentration of half-maximal effect; % of control where 0% means no effect; nearly all actives have a fitted effect of over 60% in size
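Quantitative HTS format; Huh7 Rab9-luciferase reporter cells (1500/well) receive compound 2 h post-plating, incubate 24 h at 37 °C, then get luciferase reagent for 10 min before luminescence reading.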
Tb PFK inh: blocks T. brucei phosphofructokinase | AID 485367 | actives 0.17% (n = 330,000) | Potency, µM (doses to about 57.5 µM), for the others: top-dose activity, negative = inhibition, usual class: inhibitors | O15648 | T. brucei PFK, ADP-Glo luminescence;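 note: potency is the fitted concentration of half-maximal effect; 0% = uninhibited 1x PFK enzyme wells and -100% = no-enzyme wells; nearly all actives have a fitted effect of over 60% in size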
Target sequence (O15648 whole entry, looked up): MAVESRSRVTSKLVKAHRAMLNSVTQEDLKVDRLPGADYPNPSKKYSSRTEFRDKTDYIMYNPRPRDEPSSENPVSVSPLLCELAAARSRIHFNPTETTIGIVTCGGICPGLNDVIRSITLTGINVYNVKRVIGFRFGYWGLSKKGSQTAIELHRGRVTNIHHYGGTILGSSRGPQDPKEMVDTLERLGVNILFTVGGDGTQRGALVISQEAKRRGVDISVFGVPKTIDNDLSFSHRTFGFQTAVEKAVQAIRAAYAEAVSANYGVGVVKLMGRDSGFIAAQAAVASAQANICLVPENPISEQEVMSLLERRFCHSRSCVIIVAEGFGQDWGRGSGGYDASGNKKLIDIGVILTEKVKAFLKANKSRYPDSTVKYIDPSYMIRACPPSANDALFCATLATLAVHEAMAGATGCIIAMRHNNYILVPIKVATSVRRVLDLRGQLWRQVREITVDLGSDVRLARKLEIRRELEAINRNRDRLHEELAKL
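Luminescent ADP detection (ADP-Glo, two-step: ATP depletion then ADP-to-ATP conversion for luciferase) reported PFK activity after 45 min room-temperature reaction of 1.25 nM enzyme with 0.5 mM F6P and 0.1 mM ATP at pH 8.0.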
VP16 counter: counter-screen for ROR gamma inhibitors: Gal4-VP16 reporter; Drosophila S2 Gal4-VP16 UAS-luciferase, luminescence, 20 h; Potency, µM (titrated, usually from 53.6 µM), inactives show at the top dose activity, negative = inhibition, hits mostly inhibitors; actives 3.5% (n = 310,000);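 note: Gal4-VP16 expression switched on by copper sulfate through the metallothionein promoter; potency is the fitted concentration of half-maximal effect; % is set by controls: 0 for no effect and ±100 for the full control effect; nearly all actives have a fitted effect of over 50% in size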
FBPA coupling cs: coupling enzyme interference in Giardia aldolase counter-screen; coupling enzyme system counterscreen, AmpLite Red fluorescence; AID 2472; activity change, negative = inhibition, % at 58.2 µM, hits read low; actives 0.67% (n = 290,000); in the data active = activity change below about -30%; note: % is set by controls: 0 for no effect and ±100 for the full control effect
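Counterscreen lacking aldolase: glyceraldehyde-3-phosphate coupling-enzyme reagent preincubated 10 min at RT with compound (at 57.5 uM final), then substrate/coupling system with AmpLite Red added; fluorescence read at 525/598 nm after 20 min RT.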
FLuc modulator: counter-screen for miR-21 project: firefly luciferase inhibitors or activators. actives 6.9% (n = 360,000). Potency, µM (highest dose often 57.5 µM), for inactives: at the highest dose activity change, negative = inhibition, hits mostly inhibitors. AID 588342. P08659. purified FLuc, Km substrates, luminescence inhibition;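 note: potency is the fitted concentration of half-maximal effect; plate controls were vehicle for no effect and reference inhibitor for full effect; nearly all actives have a fitted effect of over 55% in size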
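Purified P. pyralis luciferase, 10 nM final, with Km-level 10 uM D-luciferin and 10 uM ATP in 50 mM Tris acetate pH 7.5, 10 mM Mg acetate, 0.01% Tween-20, 0.05% BSA; 6-point qHTS titration about 60 µM downward; luminescence read.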
* = called active by the depositor; & = joins results of further samples; [ ] = dose if it differs, or a comment. Unless noted, calls come from the whole dose curve; as a rule, active = well fitted curve in the direction sought with a large enough effect; inconclusive = small, poorly fitted or top-dose-only effect, or another doubt; inactive = no such curve, though single readings can be large; an effect the other way counts as inactive or inconclusive. Compounds as they come (roughly 14% active in at least one column).

What do the screens show for `Cc1cccc(NC(=O)CSc2cc(C(=O)c3nccn3C)c3ccccc3n2)c1`?
NPC1 prom act: 0.3%; KCNH2 3.1 inh: 0.1; ELG1 genotox: 14.3%; uPA surface inh: 0.0%; RORg inh: 10.7%; Giardia kill: -10.4; Rab9 prom act: -7.5%; Tb PFK inh: -0.1%; VP16 counter: 3.3%; FBPA coupling cs: -0.7; FLuc modulator: 2.8%

What do the screens show for `O=C(CN1C(=O)NC2(CCCCCC2)C1=O)Nc1cccc(F)c1`?
NPC1 prom act: 6.3%; KCNH2 3.1 inh: -31.3; ELG1 genotox: 1.1%; uPA surface inh: 3.2%; Giardia kill: -5.3; Rab9 prom act: -0.4%; Tb PFK inh: 0.0%; FLuc modulator: -0.5%

What do the screens show for `CCN(C(=O)c1ccc(NC(=O)c2ccco2)cc1)c1ccccc1`?
NPC1 prom act: -3.7%; ELG1 genotox: 0.0%; uPA surface inh: 1.8%; RORg inh: 14.6%; Giardia kill: -18.7; Rab9 prom act: 0.4%; Tb PFK inh: 1.9%; VP16 counter: 5.2%; FLuc modulator: -11.1%

Results for Cc1ccc(SCc2nn(C)c(Cl)c2C=O)cc1 ?
NPC1 prom act: 14.5%; KCNH2 3.1 inh: 5.6; ELG1 genotox: inconclusive; uPA surface inh: 1.4%; RORg inh: 18.4%; Giardia kill: -22.6; Rab9 prom act: 25.3%; Tb PFK inh: -1.1%; VP16 counter: 10.7%; FBPA coupling cs: 1.7; FLuc modulator: inconclusive

How did COc1ccccc1N1C(=N)S/C(=C\c2ccc(-c3ccccc3C(=O)O)o2)C1=O do in these assays?
NPC1 prom act: -3.4%; ELG1 genotox: 3.2%; uPA surface inh: 4.9%; RORg inh: 15.3%; Giardia kill: -9.0; Rab9 prom act: -2.1%; Tb PFK inh: -8.5%; VP16 counter: 17.0%; FBPA coupling cs: 5.5; FLuc modulator: inconclusive

Results for N#Cc1ccc(-c2ccc(F)cc2)nc1Oc1ccc(Cl)c(Cl)c1 ?
NPC1 prom act: -0.7%; KCNH2 3.1 inh: -7.8; ELG1 genotox: 3.8%; uPA surface inh: -3.5%; RORg inh: -18.0%; Giardia kill: 1.2; Rab9 prom act: -2.4%; Tb PFK inh: -2.1%[0.46 µM]; VP16 counter: -8.7%; FBPA coupling cs: 0.3; FLuc modulator: -6.1%

How did O=C(NNC(=O)c1cc2ccccc2cc1O)c1cccs1 do in these assays?
NPC1 prom act: 3.16µM*; KCNH2 3.1 inh: 5.4; ELG1 genotox: inconclusive; uPA surface inh: -2.6%; RORg inh: 20µM*; Giardia kill: 5.9; Rab9 prom act: 3.55µM*; Tb PFK inh: inconclusive; VP16 counter: inconclusive; FBPA coupling cs: 0.4; FLuc modulator: 12µM*

What do the screens show for `O=C(CC1Sc2ccccc2NC1=O)NCc1ccccc1` (centres undefined)?
NPC1 prom act: 0.7%; KCNH2 3.1 inh: 7.8; ELG1 genotox: 2.0%; uPA surface inh: -2.9%; RORg inh: 31.2%; Giardia kill: 4.0; Rab9 prom act: -1.3%; Tb PFK inh: -0.5%; VP16 counter: -2.2%; FBPA coupling cs: -0.8; FLuc modulator: -0.6%

How did O=C1C(Cl)=C(NS(=O)(=O)c2ccc([N+](=O)[O-])cc2)C(=O)c2ccccc21 do in these assays?
NPC1 prom act: -0.2%; KCNH2 3.1 inh: 7.1; ELG1 genotox: -16.9%; uPA surface inh: 1.1%; RORg inh: -28.7%; Giardia kill: 18.4; Rab9 prom act: -2.8%; Tb PFK inh: -7.4%; VP16 counter: -13.1%; FBPA coupling cs: -20.8; FLuc modulator: 26.9µM*

What do the screens show for `O=C(N/N=C/c1ccc[nH]1)c1ccccc1OCc1ccccc1Cl`?
NPC1 prom act: 0.7%; KCNH2 3.1 inh: -26.5; ELG1 genotox: -9.5%; uPA surface inh: 3.1%; RORg inh: 10µM*; Giardia kill: -0.6; Rab9 prom act: -4.7%; Tb PFK inh: -1.8%; VP16 counter: inconclusive; FBPA coupling cs: -8.9; FLuc modulator: inconclusive

How did O=C(Nc1nnc(-c2cc(Cl)ccc2Cl)o1)C1=COCCO1 do in these assays?
NPC1 prom act: 10.7%; KCNH2 3.1 inh: inconclusive; ELG1 genotox: 3.2%; uPA surface inh: -3.7%; Giardia kill: 4.9; Rab9 prom act: -1.9%; Tb PFK inh: 0.0%; FLuc modulator: -29.7%

What do the screens show for `C=C(C)c1cccc(C(C)(C)NC(=O)N2CCN(c3ccccc3OC)CC2)c1`?
NPC1 prom act: -1.7%; KCNH2 3.1 inh: 1.5; ELG1 genotox: -1.5%; uPA surface inh: 6.5%; RORg inh: 40.0%; Giardia kill: -2.4; Rab9 prom act: 0.6%; Tb PFK inh: 2.5%; VP16 counter: -10.4%; FBPA coupling cs: 0.4; FLuc modulator: -0.9%

What do the screens show for `CC(C)Cn1c(N)c(C(=O)COC(=O)c2cccc(F)c2)c(=O)n(C)c1=O`?
NPC1 prom act: 1.0%; KCNH2 3.1 inh: -1.1; ELG1 genotox: -4.2%; uPA surface inh: -4.6%; RORg inh: 16.3%; Giardia kill: 8.7; Rab9 prom act: -3.9%; Tb PFK inh: 4.5%; VP16 counter: -15.3%; FBPA coupling cs: -2.8; FLuc modulator: 3.1%

Results for Cc1ccc2cccc(Oc3ncnc4scc(-c5ccccc5)c34)c2n1 ?
NPC1 prom act: -4.5%; KCNH2 3.1 inh: 12.3; ELG1 genotox: -3.2%; uPA surface inh: -0.9%; RORg inh: inconclusive; Giardia kill: inconclusive; Rab9 prom act: -4.5%; Tb PFK inh: 5.5%; VP16 counter: -4.7%; FBPA coupling cs: -8.3; FLuc modulator: 2.1%

Results for COc1ccc(C(=O)OCC(=O)NC(=O)NC2CCCC2)cc1OC ?
NPC1 prom act: 1.6%; KCNH2 3.1 inh: 7.0; ELG1 genotox: -1.8%; uPA surface inh: -3.8%; Giardia kill: 2.5; Rab9 prom act: inconclusive; Tb PFK inh: -3.6%; FLuc modulator: 4.1%

What do the screens show for `CC(=O)Oc1cc(C(C)C)c(OCCN(C)C)cc1C`?
NPC1 prom act: 5.9%[46.1 µM]; KCNH2 3.1 inh: -7.6; ELG1 genotox: 0.9%; uPA surface inh: 18.9%; RORg inh: -6.3%; Giardia kill: 28.0; Rab9 prom act: 1.5%[46.1 µM]; Tb PFK inh: -1.2%; VP16 counter: -6.8%; FBPA coupling cs: -1.1&0.8; FLuc modulator: 0.7%

How did CCC(=O)N1CCc2cc(S(=O)(=O)CCC(=O)NCc3ccc4c(c3)OCO4)ccc21 do in these assays?
NPC1 prom act: -2.8%; KCNH2 3.1 inh: -32.2; ELG1 genotox: 1.2%; uPA surface inh: 2.3%; RORg inh: 40.6%; Giardia kill: -11.6; Rab9 prom act: -2.9%; Tb PFK inh: 0.0%; VP16 counter: -4.0%; FBPA coupling cs: 3.4; FLuc modulator: 0.2%

What do the screens show for `Brc1ccc(C2=Nn3c(Cn4nnc5ccccc54)nnc3SC2)cc1`?
NPC1 prom act: 4.5%; KCNH2 3.1 inh: 17.8; ELG1 genotox: -2.2%; uPA surface inh: -7.6%; RORg inh: 32.6%; Giardia kill: -2.5; Rab9 prom act: -2.4%; Tb PFK inh: -9.0%; VP16 counter: -1.9%; FBPA coupling cs: 2.4; FLuc modulator: -13.9%

What do the screens show for `Cc1cccc(OCC(=O)N(Cc2ccc(F)cc2)C2CCS(=O)(=O)C2)c1C` (centres undefined)?
NPC1 prom act: -4.9%; KCNH2 3.1 inh: 14.0; ELG1 genotox: 0.4%; uPA surface inh: -0.2%; RORg inh: 30.6%; Giardia kill: 1.2; Rab9 prom act: -10.7%; Tb PFK inh: -3.2%; VP16 counter: 4.3%; FBPA coupling cs: 0.3; FLuc modulator: 1.3%

What do the screens show for `CCCCCC/C=N/Nc1nnc(Cc2ccc(OC)c(OC)c2)c(=O)[nH]1`?
NPC1 prom act: 0.5%; KCNH2 3.1 inh: -34.7; ELG1 genotox: -3.7%; uPA surface inh: -10.0%; RORg inh: inconclusive; Giardia kill: -27.8; Rab9 prom act: -7.6%; Tb PFK inh: 3.3%; VP16 counter: inconclusive; FBPA coupling cs: 1.4; FLuc modulator: 2.2%

What do the screens show for `CCOC(=O)C(C)Oc1ccc2c(C)cc(=O)oc2c1C(C)=O` (centres undefined)?
NPC1 prom act: 0.1%; KCNH2 3.1 inh: -30.1; ELG1 genotox: 1.0%; RORg inh: 28.3%; Giardia kill: 10.7; Rab9 prom act: -0.8%; Tb PFK inh: -5.1%; VP16 counter: 3.2%; FBPA coupling cs: 5.4; FLuc modulator: 0.6%

What do the screens show for `Cc1c(/C=N/Nc2ccc(C(=O)O)cc2)c2ccccc2n1C`?
NPC1 prom act: 2.24µM*; KCNH2 3.1 inh: 10.1; ELG1 genotox: inconclusive; uPA surface inh: 12.4%; RORg inh: inconclusive; Giardia kill: 13.7; Rab9 prom act: 1.41µM*; Tb PFK inh: 0.3%; VP16 counter: inconclusive; FBPA coupling cs: -1.2; FLuc modulator: 10.7µM*

Bioassay records: PubChem, National Center for Advancing Translational Sciences (NCATS)
